From PubChem
TNAP inh no acc: inhibitors of human TNAP without phosphate acceptor. P05186. purified TNAP, CDP-star luminescence, 30 min. inhibition, % at 20 µM. hit rate 0.26% among 200,000. AID 1012;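 active means tissue-nonspecific alkaline phosphatase inhibition above about 50% at 20 µM in the single-dose screen, limit read from the data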;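 further: 0% = DMSO negative control and 100% = EDTA positive control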
Target sequence (P05186 whole entry, looked up): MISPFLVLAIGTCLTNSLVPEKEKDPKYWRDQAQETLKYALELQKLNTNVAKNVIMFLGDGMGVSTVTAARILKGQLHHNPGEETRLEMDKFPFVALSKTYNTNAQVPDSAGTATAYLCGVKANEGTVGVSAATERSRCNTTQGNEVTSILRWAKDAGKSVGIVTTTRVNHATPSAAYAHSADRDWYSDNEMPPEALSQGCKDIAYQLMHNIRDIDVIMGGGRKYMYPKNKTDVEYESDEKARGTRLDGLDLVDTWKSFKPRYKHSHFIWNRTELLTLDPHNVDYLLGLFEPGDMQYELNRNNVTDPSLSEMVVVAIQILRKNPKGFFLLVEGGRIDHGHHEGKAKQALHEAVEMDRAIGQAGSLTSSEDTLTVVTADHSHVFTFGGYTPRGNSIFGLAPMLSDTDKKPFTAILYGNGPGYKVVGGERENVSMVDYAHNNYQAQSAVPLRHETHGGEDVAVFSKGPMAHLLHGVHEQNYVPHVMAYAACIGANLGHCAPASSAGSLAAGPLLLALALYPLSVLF
bIAP inh: intestinal alkaline phosphatase (bovine) inhibition | inhibition, % at 20 µM | purified bovine IAP, CDP-star luminescence, 30 min | 190,000 tested, under 10 active;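 active means over 50% inhibition of intestinal alkaline phosphatase at 20 µM in the single-dose screen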
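test system = bovine IAP enzyme | medium = DEA buffer 100 mM, pH 9.8, with MgCl2 1.0 mM, ZnCl2 0.02 mM | detection = luminescence | dosing = single compound dose of 20 µM, 2% DMSO final | incubation = 30 min reaction at room temperature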
SRC2 TRFRET art: TR-FRET artefact, counter-screen to PPARgamma/SRC-2 agonist assay. hits give high values. TR-FRET ratio at 8 µM. hit rate 0.4% among 200,000; in the data active means TR-FRET ratio above about 2000; further: inactives centre near 1500
TNAP inh hi DEA: TNAP (human) inhibition, high acceptor. AID 1135. inhibition, % at 20 µM. purified TNAP, CDP-star luminescence, 1 M DEA. hit rate 0.03% among 200,000;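 active means over 50% inhibition of tissue-nonspecific alkaline phosphatase at 20 µM in the single-dose screen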;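 further: plate controls were DMSO wells for no effect and EDTA-quenched wells as full inhibition for full effect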
TNAP act hi DEA: increases human TNAP activity under high phosphate acceptor concentration; P05186; 200,000 tested, under 10 active; activation factor at 20 µM; purified TNAP, CDP-star luminescence, 1 M DEA, 30 min; hits give high values; 0 = EDTA background, 1 = DMSO-only activity;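 active means activation factor at least 2 at 20 µM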
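system = human TNAP | amount = enzyme diluted 1/800 final | reagent = 100 µM CDP-star substrate | signal = luminescent substrate turnover signal | dosing = one dose, 20 µM | benchmarks = EDTA negative control, DMSO positive control | measure = activation factor | timing = 30 min reaction, room temperature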
PPARg SRC-3 ag: agonists of human PPARgamma SRC-3 coactivator recruitment. P37231. hit rate 0.26% among 200,000. activation, % at 8 µM. biochemical PPARgamma/SRC-3 coactivator recruitment assay; in the data active means activation above about 23%;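 further: 0% = DMSO and 100% = reference agonist; some compounds past the cut are filed as inactive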
Target sequence (P37231 whole entry, looked up): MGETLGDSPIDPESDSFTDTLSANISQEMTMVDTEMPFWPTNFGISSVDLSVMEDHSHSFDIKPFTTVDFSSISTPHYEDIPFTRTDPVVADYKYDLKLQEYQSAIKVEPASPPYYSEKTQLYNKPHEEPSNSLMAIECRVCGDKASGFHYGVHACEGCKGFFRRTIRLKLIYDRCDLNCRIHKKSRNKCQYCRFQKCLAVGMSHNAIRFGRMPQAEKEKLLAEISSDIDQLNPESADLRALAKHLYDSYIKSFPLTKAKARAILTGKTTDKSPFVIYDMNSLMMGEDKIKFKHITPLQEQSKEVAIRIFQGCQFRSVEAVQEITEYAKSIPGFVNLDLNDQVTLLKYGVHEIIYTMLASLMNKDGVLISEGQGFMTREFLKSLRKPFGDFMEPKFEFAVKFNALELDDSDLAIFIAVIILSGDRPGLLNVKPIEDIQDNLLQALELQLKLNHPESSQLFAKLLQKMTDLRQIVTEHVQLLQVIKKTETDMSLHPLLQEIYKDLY
PPARg SRC-2 ag: PPARgamma-driven SRC-2 recruitment agonism. hit rate 0.34% among 200,000. AID 1032. PPARgamma LBD-SRC-2 recruitment, biochemical. activation, % at 8 µM. P37231; in the data active means activation above about 22%;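 further: 0% = vehicle and 100% = reference agonist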
bIAP activator: increases bovine intestinal alkaline phosphatase activity. activation factor at 20 µM. hit rate 0.17% among 200,000. purified bovine IAP, CDP-star luminescence, 30 min; hits give high values; fold of DMSO-control signal, blank-subtracted;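 active means activation factor of 2 or more at 20 µM, a signal rise over negative controls twice the positive control's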
PPARg SRC1 recr: promotes SRC-1 coactivator recruitment by human PPARgamma. PPARgamma-SRC-1 coactivator recruitment biochemical assay. AID 631. hit rate 0.41% among 200,000. P37231. activation, % at 8 µM; in the data active means activation above about 19%;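 further: 0% = DMSO and 100% = reference agonist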
Efa HMGR inh: E. faecalis class II HMG-CoA reductase inhibition. inhibition, % at 10 µM. AID 1066. hit rate 0.41% among 190,000. purified E. faecalis HMGR, NADPH absorbance 340 nm kinetic;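 active means inhibition above a set limit, the median over all tested compounds plus 3 SD, cut at about 9.5% in these data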;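 further: enzyme runs in reverse so mevalonate oxidation gives rising NADPH absorbance; 0% = complete reaction with DMSO and 100% = background rate lacking mevalonate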
* marks the source's active call; other numbers are inactive results; . = not tested or not shown. This is a random part of the collection (roughly 1.6% active in at least one column).

SMILES | TNAP inh no acc | bIAP inh | SRC2 TRFRET art | TNAP inh hi DEA | TNAP act hi DEA | PPARg SRC-3 ag | PPARg SRC-2 ag | bIAP activator | PPARg SRC1 recr | Efa HMGR inh
C=CCO/N=C/C1=C(O)C(C(=O)OC)C(C)(C)CC1=O (centres undefined) | -10 | -22 | 1533 | -6 | 1.1 | 5 | -1 | 1.2 | -9 | 0
CCOC(=O)c1cc(-c2ccc(Cl)cc2)nc2c1c(C)nn2CCC#N | -10 | 5 | 1465 | -6 | 1.1 | 0 | 9 | 1 | 0 | -6
O=C1CC(c2cccc(Br)c2)C2=C(COC2=O)N1 (centres undefined) | -11 | 5 | 1568 | -4 | 1 | 5 | 4 | 1 | 6 | -3
Cn1c(=O)c2c(nc(Sc3ncnn3CC(=O)NC(C)(C)C)n2C)n(C)c1=O | 0 | -2 | 1777 | -2 | 1 | 1 | -4 | 1 | 4 | -5
COc1ccc(C2C3=C(CC(C)(C)CC3=O)Oc3ncn(Cc4ccccc4)c(=N)c32)cc1 (centres undefined) | 0 | -8 | 1579 | -8 | 1.1 | 6 | 9 | 1.1 | 8 | -7
COCCNC(=O)CNS(=O)(=O)c1ccc2nc(C)sc2c1 | -9 | 7 | 1644 | -2 | 1 | -3 | 1 | 0.9 | 1 | -5
CCc1c(C#N)c(N)nc(SCC(=O)OCc2ccccc2)c1C#N | -15 | 12 | 1485 | -9 | 1.1 | 2 | 2 | 0.9 | -5 | -14
Cc1ccc(/C=N/N2CCOCC2)s1 | -4 | -4 | 1715 | -2 | 1 | 1 | 8 | 1 | 1 | 7
COCCCNC(=O)CN(c1ccc(OC)cc1)S(=O)(=O)c1ccc(NC(C)=O)cc1 | -1 | 1 | 1551 | -6 | 1.1 | -8 | 1 | 1 | -3 | -1
CCN1C(=O)/C(=C\N(C)C)c2ccccc21 | -7 | 9 | 1516 | 1 | 1 | -14 | 3 | 0.9 | 0 | 11*
Cc1nc(CN(C)C(=O)c2cc(COc3ccc4ncccc4c3)on2)cs1 | -3 | -16 | 1606 | -2 | 1 | 7 | 7 | 1.2 | 0 | -2
CC(C)c1ccc(OCC(=O)N(c2ccccn2)C2CCCCC2)cc1 | -14 | 3 | 1802 | -4 | 1 | 4 | 14 | 1 | 0 | -8

Compounds shown so far with sulfur (six):
SMILES | TNAP inh no acc | bIAP inh | SRC2 TRFRET art | TNAP inh hi DEA | TNAP act hi DEA | PPARg SRC-3 ag | PPARg SRC-2 ag | bIAP activator | PPARg SRC1 recr | Efa HMGR inh
Cn1c(=O)c2c(nc(Sc3ncnn3CC(=O)NC(C)(C)C)n2C)n(C)c1=O | 0 | -2 | 1777 | -2 | 1 | 1 | -4 | 1 | 4 | -5
COCCNC(=O)CNS(=O)(=O)c1ccc2nc(C)sc2c1 | -9 | 7 | 1644 | -2 | 1 | -3 | 1 | 0.9 | 1 | -5
CCc1c(C#N)c(N)nc(SCC(=O)OCc2ccccc2)c1C#N | -15 | 12 | 1485 | -9 | 1.1 | 2 | 2 | 0.9 | -5 | -14
Cc1ccc(/C=N/N2CCOCC2)s1 | -4 | -4 | 1715 | -2 | 1 | 1 | 8 | 1 | 1 | 7
COCCCNC(=O)CN(c1ccc(OC)cc1)S(=O)(=O)c1ccc(NC(C)=O)cc1 | -1 | 1 | 1551 | -6 | 1.1 | -8 | 1 | 1 | -3 | -1
Cc1nc(CN(C)C(=O)c2cc(COc3ccc4ncccc4c3)on2)cs1 | -3 | -16 | 1606 | -2 | 1 | 7 | 7 | 1.2 | 0 | -2

Later entries:
SMILES | TNAP inh no acc | bIAP inh | SRC2 TRFRET art | TNAP inh hi DEA | TNAP act hi DEA | PPARg SRC-3 ag | PPARg SRC-2 ag | bIAP activator | PPARg SRC1 recr | Efa HMGR inh
CCOc1ccc(NC(=O)CC2C(=O)N(c3ccc(OC)cc3)C(=O)N2Cc2ccc(OC)cc2)cc1 (centres undefined) | -9 | -6 | 1660 | 0 | 1 | 1 | -1 | 1.1 | 2 | 0
c1ccc(Cc2noc(CN3CCC(CN4CCOCC4)CC3)n2)cc1 | -8 | -6 | 1350 | -6 | 1.1 | -3 | 1 | 1.1 | 0 | -3
O=C(N/N=C/C=C/c1ccccc1)c1cnccn1 | -3 | -8 | 1420 | -3 | 1 | -7 | 11 | 1.1 | 2 | 1
COc1cc([N+](=O)[O-])cc(/C=N/NC(=O)c2ccc(C)nc2)c1O | -55 | 3 | 1496 | 14 | 0.9 | 4 | 5 | 1 | 3 | 1
O=C(NC(=S)NC1CCS(=O)(=O)C1)c1cccs1 (centres undefined) | -11 | 25 | 1557 | 6 | 0.9 | -1 | -5 | 0.8 | 4 | -2
O=C(Nc1ccc2c(c1)OCO2)N1CCN(c2ccccc2Cl)CC1 | -12 | 25 | 1664 | -2 | 1 | 1 | 10 | 0.7 | 6 | -5
Cc1ccc(-c2noc(CCC(=O)N(C)c3ccccc3C)n2)cc1 | -6 | -9 | 1356 | -4 | 1 | -5 | -5 | 1.1 | -2 | -5
O=C(OCn1nnc2ccccc2c1=O)c1cn(-c2ccccc2)nc1-c1cccnc1 | 2 | 9 | 1694 | -2 | 1 | 13 | 4 | 0.9 | 10 | -9
C/C(CC(=O)N(C(C)C)C(C)C)=N\NC(=O)COc1ccc(Cl)cc1Cl | -8 | -7 | 1735 | 0 | 1 | 4 | 3 | 1.1 | 2 | -3
O=C1c2ccc(-c3nc4ccccc4o3)cc2C(=O)N1Cc1cccnc1 | . | . | 1476 | . | . | -8 | 8 | . | 0 | .
COC(=O)c1nn(-c2ccc3c(c2)CCN3C(C)=O)cc1O | -9 | 6 | 1425 | -4 | 1 | -2 | 8 | 0.9 | -1 | 0
COCCn1c(C)cc(/C=C2\NC(=S)N(C)C2=O)c1C | 5 | 11 | 1438 | 14 | 0.9 | 2 | -6 | 0.9 | 7 | -5
CC(c1n[nH]c(=S)n1-c1ccc(F)cc1)N1CCCCC1 (centres undefined) | 3 | 7 | 1336 | -4 | 1 | -2 | -6 | 0.9 | -12 | -1
Cc1nc2nc[nH]n2c(=O)c1CC(=O)O | -2 | 0 | 1606 | -7 | 1.1 | 0 | 7 | 1 | 2 | -1
CCOC(=O)C1CCCN(C(=S)Nc2ccc(Nc3ccccc3)cc2)C1 (centres undefined) | -6 | 0 | 1693 | -3 | 1 | 5 | 6 | 1 | 13 | 1
Cc1cc(NC(=O)CSc2nnc(-c3ccncc3)n2-c2ccccc2)no1 | -19 | . | 1370 | -4 | 1 | -3 | -11 | 0.3 | -1 | -1
FC(F)(F)c1cccc(NC(=S)N2CCN(c3ccccn3)CC2)c1 | -11 | -7 | 1657 | -2 | 1 | 3 | 3 | 1.1 | 9 | -7
COc1cc(S(=O)(=O)Nc2cccc(C)c2)ccc1NC(=O)c1cccnc1 | -6 | -4 | 1565 | 5 | 0.9 | 4 | 0 | 1 | 10 | -4
O=C(NCC1CCCO1)C(c1cccs1)N(C(=O)Cn1nnc(-c2cccs2)n1)C1CCCC1 (centres undefined) | -10 | -10 | 1531 | -4 | 1 | 11 | -1 | 1.1 | -6 | 6
O=C(C1=C[C@@H](C2CCCCC2)C[C@@H](OCCCCO)O1)N1CCOCC1 | -10 | -5 | 1370 | -8 | 1.1 | -3 | 2 | 1 | 0 | -3
COc1ccc(Oc2ccccc2C=O)cc1 | -9 | 3 | 1312 | -2 | 1 | -5 | 1 | 1 | 4 | -1
O=C(CSc1ccc(-c2cccnc2)nn1)N1CCCC1 | -2 | 2 | 1597 | -6 | 1.1 | 4 | -3 | 1 | 10 | -5
Cc1ccc(C(C(=O)NC(C)(C)C)N(CCCN2CCOCC2)C(=O)c2ccc(-c3ccccc3)[nH]2)o1 (centres undefined) | -9 | -8 | 1576 | -3 | 1 | 2 | 7 | 1.1 | 9 | -2
Cc1cc(C)nc(N/N=C/C=C/c2ccccc2)n1 | -6 | -7 | 1708 | 4 | 1 | -2 | 8 | 1.1 | 2 | -2

2 neighbouring entries already listed, quoted:
SMILES | TNAP inh no acc | bIAP inh | SRC2 TRFRET art | TNAP inh hi DEA | TNAP act hi DEA | PPARg SRC-3 ag | PPARg SRC-2 ag | bIAP activator | PPARg SRC1 recr | Efa HMGR inh
Cc1nc2nc[nH]n2c(=O)c1CC(=O)O | -2 | 0 | 1606 | -7 | 1.1 | 0 | 7 | 1 | 2 | -1
CCOC(=O)C1CCCN(C(=S)Nc2ccc(Nc3ccccc3)cc2)C1 (centres undefined) | -6 | 0 | 1693 | -3 | 1 | 5 | 6 | 1 | 13 | 1

More results:
SMILES | TNAP inh no acc | bIAP inh | SRC2 TRFRET art | TNAP inh hi DEA | TNAP act hi DEA | PPARg SRC-3 ag | PPARg SRC-2 ag | bIAP activator | PPARg SRC1 recr | Efa HMGR inh
O=C(NC1CCCCC1)C1CCCN1S(=O)(=O)c1cccc2nsnc12 (centres undefined) | -4 | 6 | 1457 | -1 | 1 | 6 | 1 | 0.9 | -1 | -1
O=C(c1cc(COc2ccc(F)cc2Cl)on1)N1CCC(c2ccncc2)CC1 | 0 | 6 | 1229 | -6 | 1.1 | 5 | -7 | 0.9 | -8 | -4
CCCc1cc(-c2nc(-c3ccc(C)cc3)cs2)ccn1 | 4 | -8 | 1677 | 0 | 1 | 4 | -4 | 1.1 | 8 | -7
O=C(C1CCCN(S(=O)(=O)c2cccc3nonc23)C1)N1CCC(Cc2ccccc2)CC1 (centres undefined) | -8 | 1 | 1621 | -4 | 1 | 1 | 10 | 1 | 6 | 0
O=C(CN1C(=O)c2cccc3cccc1c23)NCc1ccccn1 | -10 | 1 | 1393 | -6 | 1.1 | -1 | -1 | 1 | -1 | -3
C/C=C/Cn1c(SCc2ccccc2)nc2c1c(=O)[nH]c(=O)n2C | -9 | 1 | 1652 | -5 | 1.1 | 6 | 0 | 1 | 1 | 2
C=CCn1c(N)cc(=O)nc1SC(C)C(=O)Nc1cccc2ccccc12 (centres undefined) | -11 | 3 | 1366 | -3 | 1 | -11 | -3 | 1 | -5 | 0
CC(=O)Nc1ccc(S(=O)(=O)N2CCN(c3cc(C)nc4ncnn34)CC2)cc1 | -1 | 0 | 1637 | -1 | 1 | 2 | 4 | 1 | 13 | -4
Cc1ccc(OCC(=O)N/N=C/c2cccn2C)cc1 | 8 | -2 | 1464 | 4 | 1 | 7 | 0 | 1 | 8 | 1
